TRHR agonist: agonists of human TRH receptor; TRHR cells, calcium flux fluo-8, FDSS agonist mode; 0.18% of 360,000 active; P34981; activation, % at 2 µM; in the data active = activation above about 30%; note: 0% is about no effect
Target sequence (P34981 whole entry, looked up): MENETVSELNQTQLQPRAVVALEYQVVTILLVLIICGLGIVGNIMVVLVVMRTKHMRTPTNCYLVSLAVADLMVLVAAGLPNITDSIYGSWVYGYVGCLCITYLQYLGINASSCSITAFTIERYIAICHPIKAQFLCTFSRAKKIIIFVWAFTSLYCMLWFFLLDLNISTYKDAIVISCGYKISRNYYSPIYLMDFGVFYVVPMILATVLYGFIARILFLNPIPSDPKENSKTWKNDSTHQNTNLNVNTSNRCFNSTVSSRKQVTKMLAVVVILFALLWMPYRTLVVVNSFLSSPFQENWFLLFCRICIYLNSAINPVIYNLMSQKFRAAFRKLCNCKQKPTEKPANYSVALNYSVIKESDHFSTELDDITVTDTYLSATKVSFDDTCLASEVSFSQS
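Agonist-mode FDSS calcium read (Ex 480/Em 530, 1 s cycles) in 1536-well TRHR cells with fluo-8 dye, after 10-cycle baseline and 23 nL compound addition; TRH at EC20 (10 nM final) added afterwards for the enhancer phase.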
D2 PAM: positively modulates the human D2 dopamine receptor allosterically; HEK293 T-REx D2, calcium flux, EC20 dopamine potentiation; 0.34% of 340,000 active; P14416; potentiation, % at 10 µM;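 active = potentiation over 3 SD above the plate norm, cut at about 30% in these data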; note: 0% is about no effect
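Tetracycline-induced Hek293 Trex D2 cells, force-coupled to calcium, loaded with no-wash calcium dye. Compound added with 180 s kinetic read for agonism, then EC20 dopamine and a further 180 s read for potentiation.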
RXFP1 agonist: activates the human relaxin receptor RXFP1 | Q9HBX9 | HEK293T-RXFP1 cAMP TR-FRET, 30 min; response scale: percent of porcine relaxin response, buffer zero | Potency, µM (titrated, usually from 57.5 µM), inactives show at the top dose activation, actives largely listed as activators | 0.3% of 370,000 active | AID 2676; note: potency is the fitted concentration of half-maximal effect; % is set by controls: 0 for no effect and ±100 for the full control effect; nearly all actives have a fitted effect of over 60% in size; many of its hits are not listed in these tables
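HEK293 cells stably expressing RXFP1, treated 30 min at 37C with compounds plus PDE4 inhibitor Ro 20174; cAMP measured by HTRF TR-FRET. Normalized to buffer and 29 nM porcine relaxin; EC50 by Hill fit.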
Anesthetic bind: binds horse apoferritin like a general anesthetic. apoferritin/1-aminoanthracene competitive binding, fluorescence. Potency, µM (doses to about 77.5 µM), inactives show at the top dose activity change, negative = displacement, usual class: inhibitors. 0.074% of 350,000 active; note: potency is the fitted concentration of half-maximal effect; % is set by controls: 0 for no effect and ±100 for the full control effect; nearly all actives have a fitted effect of over 20% in size
Target sequence (P02791 2-175 limits assumed): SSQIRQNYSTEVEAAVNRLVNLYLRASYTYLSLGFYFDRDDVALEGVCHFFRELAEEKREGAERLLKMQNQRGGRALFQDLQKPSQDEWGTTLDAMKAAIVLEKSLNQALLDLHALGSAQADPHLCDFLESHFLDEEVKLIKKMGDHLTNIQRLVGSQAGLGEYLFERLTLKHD
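Steps: apoferritin (10 uM) was premixed with half-saturated 1-AMA in PBS, compounds were pin-transferred, plates stood 10 min at room temperature, fluorescence was read at 380/535 nm, and curves were fitted with a Hill equation.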
D1 PAM: enhances dopamine response at the human D1 receptor. 0.036% of 360,000 active. P21728. potentiation, % at 10 µM. HEK293 TREx D1 cells, calcium flux, dopamine EC20 potentiation; in the data active = potentiation above about 30%; note: 0% is about no effect
Target sequence (P21728 whole entry, looked up): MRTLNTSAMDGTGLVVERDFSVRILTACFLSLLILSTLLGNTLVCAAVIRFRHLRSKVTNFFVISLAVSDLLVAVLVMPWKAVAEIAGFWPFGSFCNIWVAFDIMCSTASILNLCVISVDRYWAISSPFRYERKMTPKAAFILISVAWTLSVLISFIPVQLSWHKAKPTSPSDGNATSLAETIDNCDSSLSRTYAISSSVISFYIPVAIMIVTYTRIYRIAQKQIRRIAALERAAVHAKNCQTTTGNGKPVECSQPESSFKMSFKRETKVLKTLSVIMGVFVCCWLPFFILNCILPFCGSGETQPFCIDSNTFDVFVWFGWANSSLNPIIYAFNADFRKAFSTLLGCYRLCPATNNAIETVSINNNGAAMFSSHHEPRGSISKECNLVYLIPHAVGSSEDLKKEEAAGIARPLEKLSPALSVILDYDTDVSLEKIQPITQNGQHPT
RXFP1 antag: antagonists of human relaxin receptor RXFP1. 0.59% of 350,000 active. activity change, negative = inhibition, % at 57.5 µM. HEK293-RXFP1, relaxin-stimulated cAMP HTRF, 30 min; hits give low values. Q9HBX9;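 active = activity change of -60% or lower, but not beyond a set lower limit; inconclusive = change between -60% and -40%, or beyond the set limit; inactive = change above -40%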; note: % is set by controls: 0 for no effect and ±100 for the full control effect
TRHR PAM: TRH receptor (human) allosteric enhancement | 0.66% of 360,000 active | TRHR cells, fluo-8 calcium fluorescence, EC20 TRH enhancement | P34981 | AID 493056 | enhancement, % at 2 µM; in the data active = enhancement above about 30%; note: 0% is about no effect
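TRHR-expressing cells loaded with fluo-8 calcium dye were read kinetically (ex 480/em 530) during compound addition, then stimulated with an EC20 of TRH (10 nM final). Enhancement of the Gq-mediated intracellular calcium response was scored.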
D1 antagonist: antagonists of human D1 dopamine receptor | P21728 | HEK293 TREx D1 cells, calcium flux, dopamine EC80; hits give low values | activity change, negative = inhibition, % at 10 µM | 3.2% of 360,000 active; in the data active = activity change below about -30%; note: % is set by controls: 0 for no effect and ±100 for the full control effect
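Allosteric or orthosteric antagonism assessed as attenuation of the calcium response to EC80 dopamine, added 180 s after compound, in induced HEK293 Trex D1 cells loaded with no-wash calcium dye.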
D1 agonist: human D1 receptor agonism; activation, % at 2 µM; HEK293 T-REx D1 cells, calcium flux, agonist mode; P21728; 1% of 360,000 active; in the data active = activation above about 30%; note: 0% is about no effect
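Inducible HEK293 T-REx D1 cells, force-coupled to calcium signalling, were plated at 4000 cells/well with tetracycline and held overnight at 30 C. After no-wash calcium dye loading, compound-evoked calcium rise over 180 s flagged agonists.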
The depositor's hits bear a star; ? = inconclusive; . = no result given; & = joins results of further samples; [ ] = remark or other dose. Unless noted, calls come from the whole dose curve; as a rule, active = well fitted curve in the direction sought with a large enough effect; inconclusive = small, poorly fitted or top-dose-only effect, or another doubt; inactive = no such curve, though single readings can be large; an effect the other way counts as inactive or inconclusive. Only part of the results is shown. The share of hits here may be higher or lower than overall.

SMILES	TRHR agonist	D2 PAM	RXFP1 agonist	Anesthetic bind	D1 PAM	RXFP1 antag	TRHR PAM	D1 antagonist	D1 agonist
COc1ccc(CC(=O)NC2CC(=O)N(c3ccc4c(c3)OCCO4)C2)cc1 (stereo not given)	-0.8	0	0.7%	2%	-1	.	4	.	-4
Cc1ccc(C)c(CN2CCCN(C(=O)Cn3ncc4c3-c3ccccc3OC4)C2)c1	0.6	-17	0.5%	-21%	.	.	-7	5	-1
CCN(CC)C(=O)Cn1cc(SCC(=O)Nc2cc(C)on2)c2ccccc21	0.5	12	0.6%	-13%	-3	-5	0	-14	8
Cc1nn(C)cc1NC(=O)c1ccc(Br)o1	0.0	2	0.1%	-3%	-11	4	-4	-12	1
Cc1ncc(CO)c2cc(C(=O)Nc3ccccc3Cl)c(=Nc3cccc(C(N)=O)c3)oc12	-0.1	-1	0.8%	-11%	-6	3	-5	0	2
CCN(Cc1ccccc1)S(=O)(=O)c1ccc(N2CCCCS2(=O)=O)cc1	-0.4	-5	2.3%	41%[activator]	1	3	-6	-31*	12
CC(NC(=S)NCCCN1CCOCC1)C1CC2CCC1C2 (stereo not given)	0.4	8	2.4%	?	-3	-3	0	-12	7
Cc1cn2c(=O)cc(COc3ccc(NC(=O)c4ccccc4C)cc3)nc2s1	-1.7	6	7.8%	-5%	-2	.	6	-7	1
Cc1ccc(C2=NN(CC(=O)NCc3cccs3)C(=O)CC2)cc1	-0.2	-6	1.3%	?	-6	-7	-5	-5	-1
[O-]/C(=C(\C(=S)Nc1ccc(Cl)cc1)[n+]1ccccc1)c1ccc(OC(F)F)cc1	-0.5	15	7.7%	-21%	0	-5	-2	7	-1
CC(CCc1ccccc1)NC(=O)c1ccc(NC(=O)c2ccc(Cl)cc2Cl)cc1 (stereo not given)	-0.1	12	-1.1%	-4%	-5	2	2	-7	1
O=C(Cn1c(SCc2ccc(F)cc2)nc2cccnc21)Nc1ccccc1F	0.2	2	4.3%	-15%	0	-14	11	1	6
COc1ccc(OC)c(C2=CC(=O)C[C@H](c3ccc4c(c3)OCO4)C2)c1	-1.0	16	0.5%	.	-2	.	-9	.	3
CCc1cccc(NS(=O)(=O)c2ccc3c(c2)NC(=O)CO3)c1	0.0	0	-0.7%	-9%	-6	42	-5	9	7
CC1CCc2nc(NC(=O)c3ccc(S(=O)(=O)N4CCCc5ccccc54)cc3)sc2C1 (stereo not given)	0.6	-3	3.3%	-6%	-5	-16	-3	-23	2
CCc1nn(CC(=O)Nc2cc(C)ccc2C)c(=N)s1	-0.7	4	0.1%	-12%	-6	5	0	-14	1
CCOC(CNC(=O)c1cc2c(=O)n(CC)c3ccccc3c2s1)OCC	-0.1	-2	3.9%	-13%	-3	-3	7	3	1
CN(CC(=O)Nc1ccccc1C(F)(F)F)C(=O)c1cc(-c2cccs2)nn1-c1ccccc1	0.0	3	17%	.	1	-21	-1	13	1
CCOC(=O)c1ccccc1NC(=O)CSc1c(C)cnc2c1c(=O)n(C)c(=O)n2C	-0.2	3	2.2%	-14%	0	0	8	.	-3
CC(=O)c1ccc(Nc2nc(N3CCOCC3)nc(N3CCOCC3)n2)cc1	0.2	12	-0.3%	-1%	5	-2	40*	12	0
O=C(CN1C(=O)CCC1=O)Nc1nc(-c2nc3ccccc3s2)cs1	0.7	2	-0.6%	-9%	-2	.	9	2	3
COC(=O)NNC(=O)c1ccc(C)c(Br)c1	1.0	-5	-3.2%	22%	-2	-2	3	3	10
COc1ccc(CCNC(=O)COC(=O)C2CCCCC2)cc1	-0.7	-4	3.3%	4%	-5	-10	4	10	0
O=C(Nc1ccccc1)C1CCN(C(=O)c2ccc([N+](=O)[O-])cc2)CC1	0.2	4	2.3%	-7%	-13	-16	3	1	0
COc1cc(/C=N/NC(=O)c2ccc3c(c2)OCCO3)cc(Br)c1O	0.2	1	11%	?	-3	-23	5	-9	1

Continued.
SMILES	TRHR agonist	D2 PAM	RXFP1 agonist	Anesthetic bind	D1 PAM	RXFP1 antag	TRHR PAM	D1 antagonist	D1 agonist
COc1ccc(-n2ccn(CC(=O)NCCc3ccccc3)c(=O)c2=O)cc1OC	0.1	4	-0.9%	-8%	0	6	1	-27	1
O=c1[nH]c(CN2CCC(c3nc4ccccc4s3)CC2)nc2sc3c(c12)CCC3	0.4	1	4.5%	-9%	1	.	-22	-24	1
Cc1csc(SCC(=O)Nc2cc(S(=O)(=O)N3CCOCC3)ccc2N2CCOCC2)n1	-0.2	3	10%	0%	-7	2	-1	-6	2
Nc1nc2ccccc2n1/N=C/c1ccc(-c2ccccc2)o1	0.0	8	1.2%	-13%	-4	-24	1	-9	3
Cc1cc(C)n(C(=O)c2ccc(S(=O)(=O)N3CCOCC3)cc2)n1	-0.2	10	-2.4%	-11%	-4	-9	2	-13	-1
O=C(Nc1ccc2ccccc2c1)c1ccc(Cl)cc1	2.0	-1	18%	-7%	-5	9	1	-1	2
O=C(c1ccc(CS(=O)Cc2ccc(Cl)cc2)o1)N1CCN(c2ccccc2F)CC1 (stereo not given)	-0.3	-10	3.1%	-13%	-8	-12	-4	5	8
COC(=O)[C@@H]1C[C@H]2CC[C@H](O)C[C@H]2N1Cc1ccc(-c2ccccc2)cc1	-0.3	-6	0.8%	-10%&-8%	-1	.	-5	21	4
Fc1ccccc1N1CC(c2ccccc2)C(c2cccs2)=N1 (stereo not given)	0.2	23	9.5%	.	0	39	-7	-3	3
O=c1[nH]c(CN(CCc2ccccc2)S(=O)(=O)c2ccc(Cl)cc2)nc2ccccc12	-0.1	-9	1.0%	2%	0	-1	3	20	6
COc1ccc(-n2c(Cc3cccn3C)nnc2SCC(=O)Nc2cc(C)cc(C)c2)cc1	6.0	-5	-1.0%	-13%	5	-33	1	-5	3
O=c1[nH]c(CN2CCc3ccccc32)nc2scc(-c3cccs3)c12	0.0	3	4.9%	?	2	-22	18	-13	0
Cc1ccc(NC(=O)C2CCCN2C(=O)NC2CCCCC2)cc1 (stereo not given)	0.4	0	1.9%	2%	1	-5	0	7	5
O=C1N=C2SCCN2/C1=C\c1ccccc1Cl	-0.4	17	1.6%	-19%	-3	-19	0	11	1
N#Cc1nc(Nc2ccc(C(F)(F)F)cc2)nc(NC2CCCC2)n1	0.4	.	.	.	-6	.	-1	-10	8
S=C(NCc1ccco1)N1CCN(c2ccc(Cl)cc2)CC1	-2.2	10	2.9%	1%	-6	7	40*	-13	4
CN1CCN(C(=S)c2ccc(N(C)C)cc2)CC1	-1.4	8	0.1%	6%	8	1	-3	11	-2
CCCc1nnc(NC(=O)C(=O)NCCN(C)C)s1	0.4	-3	-1.3%	-2%	7	-11	8	2	3

Individual results from the results shown:
Result of CCN(Cc1ccccc1)S(=O)(=O)c1ccc(N2CCCCS2(=O)=O)cc1 in Anesthetic bind: 41%[activator]
Result of COc1ccc(-n2ccn(CC(=O)NCCc3ccccc3)c(=O)c2=O)cc1OC in D1 antagonist: -27

In a second layout: results already given
| compound | TRHR agonist | D2 PAM | RXFP1 agonist | Anesthetic bind | D1 PAM | RXFP1 antag | TRHR PAM | D1 antagonist | D1 agonist |
| --- | --- | --- | --- | --- | --- | --- | --- | --- | --- |
| COc1ccc(CCNC(=O)COC(=O)C2CCCCC2)cc1 | -0.7 | -4 | 3.3% | 4% | -5 | -10 | 4 | 10 | 0 |
| O=C(Nc1ccccc1)C1CCN(C(=O)c2ccc([N+](=O)[O-])cc2)CC1 | 0.2 | 4 | 2.3% | -7% | -13 | -16 | 3 | 1 | 0 |
| COc1cc(/C=N/NC(=O)c2ccc3c(c2)OCCO3)cc(Br)c1O | 0.2 | 1 | 11% | ? | -3 | -23 | 5 | -9 | 1 |
| COc1ccc(-n2ccn(CC(=O)NCCc3ccccc3)c(=O)c2=O)cc1OC | 0.1 | 4 | -0.9% | -8% | 0 | 6 | 1 | -27 | 1 |
| O=c1[nH]c(CN2CCC(c3nc4ccccc4s3)CC2)nc2sc3c(c12)CCC3 | 0.4 | 1 | 4.5% | -9% | 1 | . | -22 | -24 | 1 |
| Cc1csc(SCC(=O)Nc2cc(S(=O)(=O)N3CCOCC3)ccc2N2CCOCC2)n1 | -0.2 | 3 | 10% | 0% | -7 | 2 | -1 | -6 | 2 |
| Nc1nc2ccccc2n1/N=C/c1ccc(-c2ccccc2)o1 | 0.0 | 8 | 1.2% | -13% | -4 | -24 | 1 | -9 | 3 |
| Cc1cc(C)n(C(=O)c2ccc(S(=O)(=O)N3CCOCC3)cc2)n1 | -0.2 | 10 | -2.4% | -11% | -4 | -9 | 2 | -13 | -1 |
| O=C(Nc1ccc2ccccc2c1)c1ccc(Cl)cc1 | 2.0 | -1 | 18% | -7% | -5 | 9 | 1 | -1 | 2 |
| O=C(c1ccc(CS(=O)Cc2ccc(Cl)cc2)o1)N1CCN(c2ccccc2F)CC1 (stereo not given) | -0.3 | -10 | 3.1% | -13% | -8 | -12 | -4 | 5 | 8 |
| COC(=O)[C@@H]1C[C@H]2CC[C@H](O)C[C@H]2N1Cc1ccc(-c2ccccc2)cc1 | -0.3 | -6 | 0.8% | -10%&-8% | -1 | . | -5 | 21 | 4 |
| Fc1ccccc1N1CC(c2ccccc2)C(c2cccs2)=N1 (stereo not given) | 0.2 | 23 | 9.5% | . | 0 | 39 | -7 | -3 | 3 |
| O=c1[nH]c(CN(CCc2ccccc2)S(=O)(=O)c2ccc(Cl)cc2)nc2ccccc12 | -0.1 | -9 | 1.0% | 2% | 0 | -1 | 3 | 20 | 6 |
| COc1ccc(-n2c(Cc3cccn3C)nnc2SCC(=O)Nc2cc(C)cc(C)c2)cc1 | 6.0 | -5 | -1.0% | -13% | 5 | -33 | 1 | -5 | 3 |
| O=c1[nH]c(CN2CCc3ccccc32)nc2scc(-c3cccs3)c12 | 0.0 | 3 | 4.9% | ? | 2 | -22 | 18 | -13 | 0 |
| Cc1ccc(NC(=O)C2CCCN2C(=O)NC2CCCCC2)cc1 (stereo not given) | 0.4 | 0 | 1.9% | 2% | 1 | -5 | 0 | 7 | 5 |
| O=C1N=C2SCCN2/C1=C\c1ccccc1Cl | -0.4 | 17 | 1.6% | -19% | -3 | -19 | 0 | 11 | 1 |
| N#Cc1nc(Nc2ccc(C(F)(F)F)cc2)nc(NC2CCCC2)n1 | 0.4 | . | . | . | -6 | . | -1 | -10 | 8 |

Source: PubChem BioAssay
